# Assay outcomes (PubChem BioAssay)
# HIF-2a inh = HIF-2a reporter inhibitors, primary screen, luminescence, 786-0 RCC cells; 786-0 RCC cells HIF-2a reporter, luciferase luminescence, overnight; inhibition, % at 18.8 µM; 0.72% of 360,000 active; AID 624352, 2012;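 active means inhibition of the luminescence signal of 40% or more relative to plate controls, in a single-dose primary screen at 18.75 µM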
# Peg3 promoter = Peg3 promoter-driven luciferase inhibitors, primary screen, cell-based, HeLa, luciferase luminescence | HeLa PEG-Prom luciferase reporter, overnight | inhibition, % at 20 µM | 1.7% of 360,000 active | AID 588405, 2011;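 active means inhibition of at least 50% at 20 µM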
# NR2E3 ag-1 = inhibitors of NR2E3-RetCOR corepressor binding, primary screen, NR2E3 agonist project, biochemical, TR-FRET, GST-NR2E3, biotin-RetCOR. Photoreceptor-specific nuclear receptor (Homo sapiens), Q9Y5X4. 1536-well. inhibition of corepressor binding, % at 4.78 µM. 0.12% of 320,000 active. AID 2300, 2010;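 active means percent inhibition above the cutoff of mean plus 3 SD of all tested compounds, set per screening campaign, cut at about 20% in these data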;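 further: 0% = DMSO wells and 100% = biotin wells as full block of FRET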
# Target sequence (Q9Y5X4 whole entry, looked up): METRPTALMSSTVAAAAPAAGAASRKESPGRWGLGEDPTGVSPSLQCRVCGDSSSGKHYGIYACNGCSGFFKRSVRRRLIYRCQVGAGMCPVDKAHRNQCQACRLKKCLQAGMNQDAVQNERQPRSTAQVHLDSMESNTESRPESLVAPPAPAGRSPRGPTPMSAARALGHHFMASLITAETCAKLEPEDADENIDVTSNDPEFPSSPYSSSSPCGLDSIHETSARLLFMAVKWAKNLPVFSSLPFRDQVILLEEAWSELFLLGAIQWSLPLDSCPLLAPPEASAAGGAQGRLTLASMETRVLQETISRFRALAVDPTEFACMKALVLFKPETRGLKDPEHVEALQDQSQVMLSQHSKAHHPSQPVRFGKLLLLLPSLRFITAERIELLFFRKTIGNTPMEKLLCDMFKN
#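 Material: NR2E3–RetCOR corepressor complex / Incubation: Compound–protein incubation for 5 h at 4 °C / Dosing: compound at 4.8 µM, single dose / Detection: time-resolved FRET / Benchmarks: high control biotin, low control 0.6% DMSO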
# KKLEB tox = cytotoxicity in KKLEB CF airway cells, primary screen, cytotoxicity control for CF NF-kB inhibitor project, cell-based, uHTS, fluorescence assay plates; AID 602141, 2011; 0.36% of 360,000 active; activity change (cytotoxicity), % at 5 µM; KKLEB CF airway cells viability, ATPlite luminescence, overnight; stronger effect = lower value; cells stimulated with P. aeruginosa culture filtrate;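 active means corrected activity change at or below -50% at 5 µM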
# aDG glyco act = activators of alpha-DG glycosylation, primary screen, uHTS, Pro5-aDG cells, AlphaScreen; alpha-DG glycosylation AlphaScreen (IIH6); 0% Pro5, 100% B10-LARGE cell signal; activation, % at 10 µM; 0.22% of 360,000 active; AID 624168, 2012;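 active means activation of at least 8% versus controls, or a plate z-score of at least 8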;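 further: Pro5 are CHO cells carrying HIG-tagged alpha-DG that lacks glycosylation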
# Shn3 3UTR inh = reduction of Shn3 3'UTR firefly luciferase signal, primary screen, Schnurri-3 inhibitor project, cell-based, Clone20 osteoblasts, set 2 | 0.52% of 360,000 active | inhibition, % at 12.5 µM | AID 588674, 2011 | Clone20 osteoblast Shn3 3'UTR firefly luciferase, 24 h;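 active means mean inhibition of at least 75% with every replicate also reaching 75%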;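 further: 0% = median of neutral control wells and 100% = pilot-screen positive control compound; some compounds past the cut are filed as inactive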
# TRPM1 prom inh = inhibitors of MITF-dependent TRPM1 promoter reporter, primary screen, cell-based, SK-MEL-5, single point, luciferase; SK-MEL-5 TRPM1 promoter luciferase, 24 h; inhibition, % at 12.5 µM; 0.83% of 330,000 active; AID 488899, 2010;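 active means mean inhibition across replicates of 60% or more, whatever share of single replicates reaches that level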; further: values of inactives mirror those of a sister screen read the other way
# CF NFkB block = inhibitors of PAF-induced NF-kB signaling, primary screen, cell-based, GFP fluorescence, uHTS; KKLEB NF-kB-GFP reporter, GFP fluorescence overnight; inhibition, % at 5 µM; 0.86% of 360,000 active;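 active means at least 50% inhibition at 5 µM, scaled per plate between neutral and stimulator controls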;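 further: PAF is a Pseudomonas aeruginosa culture filtrate used as stimulus; plate controls were PAF-stimulated DMSO wells for no effect and unstimulated DMSO wells for full effect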
# hiPSC survival = enhancers of single-cell hiPSC survival, primary screen, ATPlite luminescence; 100% = ROCK inhibitor wells, 0% = DMSO; survival enhancement, % at 20 µM; 0.044% of 360,000 active; in the data active means survival enhancement above about 18%;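 further: cells exposed to compounds for 16 hours before the ATP read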
# NR2E3 ag-2 = NR2E3 agonists in two-hybrid cells, primary screen, cell-based, luminescence, CHO-S, Gal4-NCOR/VP16-NR2E3; AID 602229, 2012; luciferase; 0.35% of 360,000 active; inhibition of corepressor binding, % at 3.98 µM; Photoreceptor-specific nuclear receptor (Homo sapiens), Q9Y5X4;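 active means inhibition above the mean of all tested compounds plus 3 SD, cut at about 70% in these data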;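 further: 0% = DMSO with NR2E3 transfected cells and 100% = cells lacking NR2E3 construct; higher means lower luciferase signal from less NR2E3 corepressor binding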
# TWEAK Fn14 block = inhibitors of TWEAK-Fn14 signaling, primary screen, luciferase reporter cells, uHTS | TWEAK-stimulated Fn14 reporter cells, luciferase luminescence, 8 h | inhibition, % at 10 µM | 2% of 360,000 active; in the data active means inhibition above about 50%
# An asterisk follows results filed as active; . = not tested or not shown.
Structure,HIF-2a inh,Peg3 promoter,NR2E3 ag-1,KKLEB tox,aDG glyco act,Shn3 3UTR inh,TRPM1 prom inh,CF NFkB block,hiPSC survival,NR2E3 ag-2,TWEAK Fn14 block
O=C(OC1CCOC1=O)c1ccc(S(=O)(=O)N2CCCCCC2)cc1 (stereo not drawn),21.7,-2.8,4.4,-6.8,-0.3,-9.4,14.7,-7.2,1.3,9.8,10.9
CC(C)N1CCN(Cc2cccc3nonc23)CC1CCO (stereo not drawn),18.6,-1.8,-0.5,19.7,-0.3,11.7,7.1,0.2,-0.4,16.2,3.3
CC(=O)/C(=N\Nc1ccc(Cl)cc1Cl)Sc1cccc2cccnc12,20.0,8.5,2.7,12.8,-0.6,93.0*,65.6*,-27.6,11.0,40.8,16.2
Cc1cc2oc(C(=O)Nc3nonc3C)c(C)c2cc1Cl,-92.7,-169.3,2.5,-12.3,-0.1,-82.4,-51.9,23.8,-0.2,-1.2,-46.4
c1ccc(Cc2nc3ccccc3s2)cc1,-27.2,-43.1,.,2.6,-0.1,-7.4,5.8,-35.9,4.0,-30.5,0.8
Cc1ccn(CC(=O)N2CCCC(N3CCN(c4cccc(C(F)(F)F)c4)CC3)C2)n1 (stereo not drawn),1.4,6.0,.,13.6,0.0,9.8,.,-2.3,2.3,-63.7,-0.4
Cc1cc(C)c(C)c(S(=O)(=O)N2CCC(C(=O)Nc3ccncc3)CC2)c1C,28.3,31.0,-0.7,8.2,0.4,31.0,-2.6,-30.1,-0.5,15.7,-2.7
Cc1cccc(NC(=O)CSc2nnc(-c3ccncc3)n2CC2CCCO2)c1 (stereo not drawn),4.8,-9.2,2.4,-0.9,0.0,3.7,7.0,-7.0,0.9,9.4,-8.3

# Molecules above that contain a Cl atom:
Structure,HIF-2a inh,Peg3 promoter,NR2E3 ag-1,KKLEB tox,aDG glyco act,Shn3 3UTR inh,TRPM1 prom inh,CF NFkB block,hiPSC survival,NR2E3 ag-2,TWEAK Fn14 block
CC(=O)/C(=N\Nc1ccc(Cl)cc1Cl)Sc1cccc2cccnc12,20.0,8.5,2.7,12.8,-0.6,93.0*,65.6*,-27.6,11.0,40.8,16.2
Cc1cc2oc(C(=O)Nc3nonc3C)c(C)c2cc1Cl,-92.7,-169.3,2.5,-12.3,-0.1,-82.4,-51.9,23.8,-0.2,-1.2,-46.4

# Next part:
Structure,HIF-2a inh,Peg3 promoter,NR2E3 ag-1,KKLEB tox,aDG glyco act,Shn3 3UTR inh,TRPM1 prom inh,CF NFkB block,hiPSC survival,NR2E3 ag-2,TWEAK Fn14 block
COC(=O)NC1CCC(NC(=O)OC)CC1 (stereo not drawn),13.8,13.7,1.6,-14.8,-0.3,-41.9,13.9,15.2,6.0,3.6,-0.2
COc1ccc(-n2nc3c(c2NC(=O)C(C)Oc2ccccc2)CS(=O)C3)cc1 (stereo not drawn),12.2,8.5,-0.8,16.0,0.1,-9.9,2.7,-36.7,-0.1,-11.1,12.7
O=C(COc1ccc(F)cc1)N/N=C/c1cccc2cccnc12,4.0,27.4,-0.2,-6.3,0.3,67.4,17.0,-8.1,-0.1,-2.5,-7.2
Cc1cc(OCC(=O)NCCc2ccc(S(N)(=O)=O)cc2)c2c(C)c(C)c(=O)oc2c1,-13.7,-11.2,1.1,1.0,0.0,-8.2,3.4,-35.7,0.5,-3.5,-55.1
O=C(CN1C(=O)COc2ccc(Cl)cc21)Nc1ccccn1,4.2,14.0,1.7,1.4,-0.1,3.2,4.0,17.9,0.0,-4.2,3.8
COc1ccccc1N1CCN(C(=O)[C@@H]2CCCN2C2=NS(=O)(=O)c3ccccc32)CC1,6.1,6.5,.,5.9,-0.2,-4.1,.,-27.5,5.6,21.9,-10.2
Cc1ccc(S(=O)(=O)NC2=C(N3CCN(Cc4ccccc4)CC3)C(=O)c3ccccc3C2=O)cc1,-80.1,-37.3,-0.2,-1.1,0.0,1.6,41.0,-0.2,-1.3,-55.1,-0.6
O=S(=O)(Cc1ccccc1)NCC1CCCO1 (stereo not drawn),-2.6,22.1,-0.6,10.7,-0.2,-1.2,-2.1,-5.7,-2.1,-16.0,7.5
CCC(NS(=O)(=O)c1ccc2c(c1)Cc1cc(S(=O)(=O)NC(CC)C(=O)O)ccc1-2)C(=O)O (stereo not drawn),17.3,5.9,1.5,-5.4,-0.1,1.3,-3.7,11.1,-0.4,0.3,19.3
Cc1nc(N2CCOCC2)nc(N2CCCCC2C)c1[N+](=O)[O-] (stereo not drawn),27.1,19.1,-0.1,-23.4,-0.1,12.0,-19.1,33.2,0.0,5.3,-6.3
Cc1[nH]c(C)c(S(=O)(=O)N2CCN(c3cccc(C(F)(F)F)c3)CC2)c1C(=O)N1CCCC1,8.9,6.1,2.7,-2.9,-0.1,20.8,-8.2,1.5,-0.3,-1.2,-1.6
CCOC(=O)N1CCN(C(=O)CN(C2CCCCC2)S(=O)(=O)c2c(C)cc(C)cc2C)CC1,14.6,7.4,-1.2,1.8,0.3,16.6,1.1,3.4,-1.7,-18.2,14.9
O=C(NCCCl)C1Cc2c(ccc3ccccc23)O1 (stereo not drawn),-2.7,-4.1,4.1,6.6,1.5,6.2,9.2,-13.6,0.3,-17.8,2.6
Cc1ccc(CCNC(=O)C2CCC(=O)N(Cc3ccccc3F)C2)o1 (stereo not drawn),-175.1,-189.6,-1.3,0.6,0.7,-83.3,-24.3,-15.7,0.6,-49.9,-8.0
Cc1nn(CC(=O)Nc2ccc3c(c2)OCO3)c(C)c1Cl,-61.5,-86.4,-3.0,-2.0,-0.1,-20.4,-24.3,-20.0,6.0,-6.2,-15.1
CCOC(=O)C1CCCN(C(=O)c2ccc(NS(=O)(=O)c3ccc4[nH]c(=O)[nH]c4c3)cc2)C1 (stereo not drawn),4.2,-5.7,.,1.3,2.8,-22.3,-4.8,0.8,-0.4,15.9,8.5
CCN(CC)CCn1c2c(c(SCC(=O)Nc3ccc4c(c3)OCCO4)nc1=O)CCCC2,9.3,-0.3,-2.7,5.1,-0.1,-12.7,-6.7,19.4,-0.4,-10.0,9.9
CCOC(=O)c1sc(=NC(=O)COc2ccccc2)n(C)c1C,-138.4,-114.6,0.5,-0.1,0.0,-15.6,-23.9,13.1,0.5,-19.6,-17.2
CCOc1cc(/C=C/C(=O)N(CC)CC(=O)NCc2cccs2)cc(Cl)c1OC,2.2,3.3,1.3,-3.4,0.4,3.1,-5.5,7.5,-0.2,6.0,7.3
CCOc1ccc(N2C(=O)CC(NNc3nc4ccccc4s3)C2=O)cc1 (stereo not drawn),5.1,-2.0,-2.0,-10.3,0.1,2.6,0.9,8.1,0.5,7.9,-2.5
CCOC(=O)C1=C(C)S/C(=C\N(C)C)C1=O,10.9,-6.6,2.8,-1.0,0.2,-1.5,1.7,-17.2,-2.2,-10.7,-8.1
COc1cc2c(cc1OC)CN(C(=O)CCNC(=O)c1ccccc1Cl)CC2,-11.0,8.5,.,-9.7,0.3,0.3,-2.0,-0.1,-0.1,15.1,0.8
COc1ccccc1CNC(=O)C1CCCN(S(=O)(=O)c2cccc3nonc23)C1 (stereo not drawn),4.0,6.0,0.9,-6.4,-0.3,-7.8,-9.4,10.3,0.4,3.1,7.9
CCCCNC(=O)c1ccccc1NC(=O)CCSc1ccccc1,10.3,10.3,-0.6,3.3,0.0,-10.8,9.2,-9.1,-2.1,1.8,24.5
N#Cc1ccc(CN2CCN(C(=O)C3CC(=O)N(c4ccccc4F)C3)CC2)cc1 (stereo not drawn),7.8,1.6,.,3.9,0.1,1.9,9.1,1.2,-0.4,-32.2,-0.7
O=C(c1ccc2c3c(cccc13)CC2)C1CCCN(Cc2ccccn2)C1 (stereo not drawn),-0.7,-7.5,2.1,-21.5,0.0,-5.3,5.6,32.8,-0.9,-19.0,-7.1
COc1ccc(C)cc1NC(=O)C1CCCN1C(=O)OCc1ccccc1 (stereo not drawn),22.8,13.6,-3.4,1.5,0.1,2.7,8.8,0.1,2.5,-27.3,5.1
COc1ccc(C(=O)O/N=C2\CCCc3nonc32)cc1,25.4,-1.3,-0.3,3.7,-0.2,-22.7,-2.1,4.5,0.3,1.2,-8.9
CC(=O)NCCCNc1ccc([N+](=O)[O-])cc1,-97.5,-63.6,-0.2,1.0,-0.2,-17.2,-21.0,-5.8,-0.9,-8.0,-4.3
Cc1cc(=O)[nH]c(N/N=C/c2c(C)nn(-c3ccc(F)cc3)c2Cl)n1,2.3,6.8,4.7,-1.7,0.4,9.0,-4.1,3.8,-0.1,-6.6,8.2
CN(C)c1ncnc2c1NC1=C(S2)C(=NCCCC(=O)O)CC(C)(C)C1,15.2,22.8,-3.5,-1.2,0.2,-10.0,4.1,5.4,-1.7,-10.7,3.4
Cc1ccc(-c2nc(C(F)(F)F)cc(=O)[nH]2)cc1,11.7,10.8,-2.0,9.6,0.1,9.8,12.0,-29.7,-0.2,-7.6,19.6
Cc1nc2cc(N)ccc2n1-c1ccccc1,-2.2,17.6,-0.9,-3.2,0.3,3.8,-3.3,8.7,1.4,-20.6,-4.8
C[C@H](CO)N1C[C@H](C)[C@@H](CN(C)C(=O)Nc2ccc3c(c2)OCO3)Oc2c(NC(=O)Nc3ccc(C(F)(F)F)cc3)cccc2C1=O,-19.7,60.4*,.,-17.5,-0.6,28.4,9.7,79.6*,-2.0,13.8,23.8
Cc1ccc(C)c(Nc2c([N+](=O)[O-])cc(C(=O)N3CC(=O)Nc4ccccc43)cc2[N+](=O)[O-])c1,32.6,26.9,2.0,-9.3,0.1,9.8,2.9,18.2,-1.6,-18.1,32.0
CC(=O)Nc1ccc2c(c1)C(=O)N(c1cccc(C)c1)C2=O,-1.5,14.8,0.4,2.1,0.1,.,-2.6,-1.1,0.5,-5.3,-2.3
COc1ccc(-c2c[n+](CC(=O)c3ccccc3)c3n2CCCCC3)cc1,18.4,2.1,3.0,1.5,-0.1,27.1,19.6,-7.9,-0.1,3.3,3.9
CN(C(=O)c1cccc(NC(=O)Cc2ccc(NC(=O)C3CCCN(S(=O)(=O)c4cccc([N+](=O)[O-])c4)C3)cc2)c1)C1CCC1 (stereo not drawn),-23.2,14.7,.,19.9,-0.1,-5.6,56.6,1.8,-0.6,-16.4,29.5
